TEAD-YAP block = TEAD-YAP interaction inhibition | AID 1259422 | 640,000 compounds, 1.4% hits | inhibition, % at 9.12 µM | HEK-TIYL cells, TEAD-Gal4/YAP UAS-luciferase luminescence; in the data active = inhibition above about 32%;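 also: 0% = median of test compound wells and 100% = reference inhibitor wells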
GPR151 ag = activates the human receptor GPR151 | 650,000 compounds, 1% hits | PathHunter beta-arrestin GPR151 cells, luminescence | AID 1508602 | activation, % at 11.2 µM | Q8TDV0; in the data active = activation above about 4.9%;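 also: 0% = median of compound wells and 100% = cells with positive control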
Target sequence (Q8TDV0 whole entry, looked up): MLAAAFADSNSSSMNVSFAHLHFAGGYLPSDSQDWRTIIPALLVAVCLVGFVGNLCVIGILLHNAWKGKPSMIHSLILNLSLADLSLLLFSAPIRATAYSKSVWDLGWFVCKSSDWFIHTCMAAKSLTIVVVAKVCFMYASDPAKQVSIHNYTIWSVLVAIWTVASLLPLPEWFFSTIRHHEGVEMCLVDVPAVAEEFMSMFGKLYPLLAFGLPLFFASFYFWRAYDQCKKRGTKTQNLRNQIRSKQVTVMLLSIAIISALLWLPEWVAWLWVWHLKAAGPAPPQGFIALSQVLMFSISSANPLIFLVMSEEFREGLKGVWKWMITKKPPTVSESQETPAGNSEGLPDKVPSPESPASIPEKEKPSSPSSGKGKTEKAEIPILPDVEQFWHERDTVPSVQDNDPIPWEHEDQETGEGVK
MITF primary = human MITF inhibition, primary screen; O75030; AlphaScreen MITF homodimerization, bead proximity signal; inhibition, % at 2.6 µM; 650,000 compounds, 0.91% hits; in the data active = inhibition above about 50%;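 also: 0% = vehicle wells with protein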
Target sequence (O75030 whole entry, looked up): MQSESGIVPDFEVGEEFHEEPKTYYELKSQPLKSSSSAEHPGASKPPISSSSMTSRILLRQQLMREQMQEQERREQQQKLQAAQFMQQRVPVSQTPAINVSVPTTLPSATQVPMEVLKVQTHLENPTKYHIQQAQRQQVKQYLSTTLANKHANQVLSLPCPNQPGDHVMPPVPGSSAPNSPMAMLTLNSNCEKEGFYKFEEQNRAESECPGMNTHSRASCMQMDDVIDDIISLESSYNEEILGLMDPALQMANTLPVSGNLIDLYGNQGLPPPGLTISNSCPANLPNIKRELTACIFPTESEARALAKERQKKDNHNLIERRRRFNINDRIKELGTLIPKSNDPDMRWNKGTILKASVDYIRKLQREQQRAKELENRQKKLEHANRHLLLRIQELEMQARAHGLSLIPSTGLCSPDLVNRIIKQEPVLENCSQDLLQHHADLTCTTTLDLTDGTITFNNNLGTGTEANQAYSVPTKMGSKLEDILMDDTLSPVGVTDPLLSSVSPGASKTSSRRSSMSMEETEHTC
FBW7 activator = activators of human E3 ligase FBW7; AID 1259310; AlphaScreen FBW7–phospho-cyclin E peptide binding, activator screen; Q969H0; normalized activity (activation), % at 26.1 µM; 650,000 compounds, 0.13% hits; in the data active = normalized activity above about 1.9%;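 also: purified mutant Fbw7 with reduced substrate affinity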
Active calls of the source: *. Rows are unselected; about 3.4% have a hit in one of these screens.

SMILES	TEAD-YAP block	GPR151 ag	MITF primary	FBW7 activator
CCOC(=O)c1sc2nc(SCC(=O)C(C)(C)C)n(CCC3=CCCCC3)c(=O)c2c1C	11	0.2	8	0.0
CCN(CC)c1ccc2c(CN3CCOCC3)cc(=O)oc2c1	-2	0.5	-9	0.8
CN(C)c1ccc(C(=O)Nc2sc3c(c2C(N)=O)CCCCC3)cc1	-18	2.2	-2	0.0
Cc1ccc(-c2cc(C(F)(F)F)n3nc(C(=O)Nc4ccccc4C)cc3n2)cc1	-6	1.2	-1	-0.1
CCc1c(C)sc2ncn(C3CCN(C(=O)C4CC(=O)N(C)C4)CC3)c(=O)c12 (stereo unspecified)	6	1.0	27	0.0
CCN(CC)C(=O)C(=O)Nc1ccc(F)cc1F	-3	0.3	-1	-0.1
N#CC1=C(N)Oc2c([nH]c(=O)[nH]c2=O)C1c1ccccc1 (stereo unspecified)	-10	-0.4	0	-0.7
CCOC(=O)c1ccc(NC(=O)c2nc(SC)ncc2Cl)cc1	17	-0.4	-19	0.1
Cc1cccc(C(=O)Nc2c(C(=O)N(C)C)cnn2-c2ccccc2)c1	9	-1.0	11	0.3
Cc1ccc(/C=[N+](\[O-])c2ccccc2C)o1	6	-0.6	1	-0.1
CC(C)OC(=O)C(C)Sc1n[nH]c(=O)[nH]c1=O (stereo unspecified)	-3	-1.3	12	0.6
CC1CCCCC1NC(=O)CCCn1c(=O)[nH]c2ccsc2c1=O (stereo unspecified)	3	-0.3	-18	-0.1
Cc1ccc(NC(=O)CCCN(C)S(=O)(=O)c2ccc(Cl)cc2)cc1	-2	1.1	16	0.3
COc1cccc(CN2C(=O)C3C(C(=O)Nc4cccc(OC)c4)C4C=CC3(O4)C2C(=O)NC2CCCCC2)c1 (stereo unspecified)	-1	0.8	-4	0.1
C[Si](C)(C)c1nnn(-c2ccc(Nc3nccc(-c4cccc(NS(C)(=O)=O)c4)n3)cc2)c1N1CCOCC1	33*	0.1	7	-0.2
COc1ccc(OC)c(CN2CCN(S(=O)(=O)c3ccc(F)cc3)CC2)c1	5	-0.5	58*	0.9
O=C(O)c1cc(S(=O)(=O)NNc2ccc(Cl)cc2)ccc1O	2	-0.8	1	0.0
CCc1ccc(NC(=O)c2cc(-c3cccc(OC)c3)nc3ccccc23)cc1	-4	0.0	-1	0.0
Cc1c(C(=O)Nc2ccccc2C(F)(F)F)sc2ncn(CC(=O)N3CCCC(C)C3)c(=O)c12 (stereo unspecified)	7	-1.5	11	0.5
Cc1cccc(NC(=O)c2cccc([N+](=O)[O-])c2)n1	-17	3.0	11	-0.1
Cc1nc(NC(=O)c2ccoc2C)sc1C	-21	-9.4	1	-0.3
c1ccc2c(c1)Oc1ccccc1C2N1CCOCC1	11	-1.6	-9	0.0
O=c1c2cccnc2n(Cc2ccc(F)cc2)c(=O)n1Cc1ccccc1	-14	-0.6	-20	0.1
CCOC(=O)c1ccc(-n2cc3c(c(C#N)c2=N)CC(C)(C)CC3=O)cc1	-15	-0.8	15	0.4
O=C(CSc1nc2ccccc2c(=O)n1Cc1ccc2c(c1)OCO2)c1ccc(Cl)cc1	7	0.2	3	0.2
C=CCNC(=O)CSc1nnc(-c2ccccn2)n1-c1ccc(C)cc1C	5	0.7	10	0.0
COc1cc(/C=C2\C(=O)NC(=O)N(c3cccc([N+](=O)[O-])c3)C2=O)ccc1O	8	-0.8	3	-0.1
CCNC(=S)Nc1cc(OC)ccc1OC	-3	-0.4	7	0.1
CCC(C)NC(=O)CS(=O)Cc1nc(-c2cccc(C)c2)oc1C (stereo unspecified)	-3	3.8	8	0.1
O=C(Cn1c(=O)oc2ccccc21)Nc1ccccn1	4	-0.3	-1	-0.1
CCN(c1ccccc1)c1cc(C)nc2nc(C)nn12	-6	-1.0	8	0.2
Cc1cccc(Nc2c(-c3ccc(C)o3)nc3cnccn23)c1	-27	-1.0	-14	0.0
N#C/C(=C(/O)c1ccc(F)cc1)c1nc2ccccc2[nH]1	0	0.8	-5	-0.1
Cn1nccc1C(=O)N/N=C/c1ccccc1	-51	-7.4	6	0.6
CCOC(=O)c1ccc(NC(=O)C(C)N(c2ccccc2)S(C)(=O)=O)cc1 (stereo unspecified)	-8	0.5	-3	-0.1
Nc1nnnn1/N=C/c1c(O)ccc2ccccc12	-14	-0.1	0	-0.1
CCNc1nc(Nc2ccc3c(c2)OCO3)c2[nH]cnc2n1	1	-0.8	-2	-0.1
CCOCc1cc(CN2CCC(n3nccc3NC(=O)C(C)(C)C)CC2)ccc1OC	-20	1.1	0	0.0
Cc1nc2c(ccc3nc(C)sc32)s1	-4	-0.9	3	-0.1
CC(=O)Nc1ccc(Nc2cc(-c3c(C)noc3C)ncn2)cc1	-6	0.1	3	-0.1
CCc1nc(SCC(=O)OC(C)C)c2ccccc2n1	-5	1.7	0	0.2
COC(=O)c1ccc(OC(=O)CCc2nc3ccccc3s2)cc1	2	-2.8	-12	0.0
Cc1ccc(C)n1-c1ccc(C(=O)NCc2cccnc2)cc1	2	-1.7	15	0.9
Cc1cc(NCc2cccnc2)ccc1Br	-6	1.3	9	-0.1
O=C(CCn1cncn1)N1CCOc2ccc(CN3CCc4sccc4C3)cc2C1	10	-0.6	16	0.9
O=C(c1cc(=O)c(OCc2ccccc2)co1)N1CCN(c2ccccc2)CC1	6	0.8	3	0.0
C=CC1CCC(O)C(N(Cc2ccccc2)S(=O)(=O)c2ccc3ccccc3c2)C1 (stereo unspecified)	5	-0.6	10	0.2
COc1cc(/C=C/C(=O)OCC(=O)NC(C)(C)C)ccc1O	6	-0.5	6	-0.1
CN(C)CCNc1ncnc2sccc12	-3	0.4	86*	-0.2
CCOCCOc1cccc(C(=O)NC2CCCCC2)c1	3	0.9	3	-0.2
CCOC(=O)C1=C(C)Nc2ncnn2C1c1ccc(C#N)cc1 (stereo unspecified)	4	3.3	23	0.8
O=C(Nc1ccc(Cl)c(C(F)(F)F)c1)c1ccc(NC(=O)C2CCCO2)cc1 (stereo unspecified)	34*	0.7	13	0.1
CCN(CCCNC(=O)CN1C(=O)COc2ccc(C(C)(C)C)cc21)c1cccc(C)c1	5	-0.9	5	-0.5
CCOC(=O)c1[nH]c2ccccc2c1NC(=O)C12CC3CC(CC(C3)C1)C2	0	2.4	1	0.2
COc1ccc(S(=O)(=O)n2nc(OC(=O)c3ccco3)cc2N)cc1	6	-1.5	15	0.2
CC1CCN(C(=O)CSc2nc3cc4c(cc3cc2C#N)OCCO4)CC1	-18	-1.0	-15	-0.2
O=C(O)c1ccccc1C(=O)Nc1cc(C(F)(F)F)ccc1Cl	-11	0.4	5	0.0
CC(C)(C)N(Cc1ccccc1)C(=O)COC(=O)c1ccc[nH]c1=O	-2	-1.7	3	-0.1
Cc1cc(C(=O)Nc2ncccc2C)ccc1[N+](=O)[O-]	-5	-1.1	-6	-0.1
Cn1c(=O)n(CC(=O)N2CCOCC2)c2cccnc21	1	-0.3	9	0.2

Profiles, looked up by structure:
O=C(O)c1ccccc1C(=O)Nc1cc(C(F)(F)F)ccc1Cl in the list: TEAD-YAP block = -11; GPR151 ag = 0.4; MITF primary = 5; FBW7 activator = 0.0
COc1cc(/C=C/C(=O)OCC(=O)NC(C)(C)C)ccc1O in the list: TEAD-YAP block = 6; GPR151 ag = -0.5; MITF primary = 6; FBW7 activator = -0.1

More entries
SMILES	TEAD-YAP block	GPR151 ag	MITF primary	FBW7 activator
c1cn(CCNc2nc3nonc3nc2N2CCCCC2)cn1	0	-1.9	-1	0.1
O=C(NCCc1ccc(O)cc1)C1CCN(c2ccc(Nc3cnccn3)nn2)CC1	10	2.2	9	0.1
CCOC(=O)CSc1nnc(-c2ccoc2C)n1-c1ccc(OCC)cc1	-2	-0.1	1	0.0
CCOn1c(=O)c(-c2ccccc2)[n+]([O-])c2ccccc21	4	-1.8	6	-0.2
C=CCN1C(=O)/C(=c2\sc3nc(-c4ccc(OCC)cc4)nn3c2=O)c2ccccc21	11	0.6	7	0.3
CCOC(=O)c1c(C)n(C)c2ccc(O)c(CN(C)C)c12	4	1.7	-11	0.2
O=[N+]([O-])c1ccccc1S(=O)(=O)N1CCN(C2CCCCC2)CC1	0	-0.5	51*	-0.2
CC1=C(C(=O)OCC2CCCCC2)C(c2cccc(Br)c2)NC(=O)N1 (stereo unspecified)	-3	0.0	2	0.0
COc1ccc(C2OC2C(=O)c2c[nH]c3ccccc23)cc1 (stereo unspecified)	-3	1.3	0	-0.1
C=CCn1c(SCC(=O)c2[nH]c(C)c(C(=O)OCC)c2C)nc2scc(-c3ccc(OC)c(OC)c3)c2c1=O	4	-1.6	-2	-0.1
O=C(NC1CCCC1)c1ccc2c(c1)N(Cc1ccc(F)cc1)C(=O)CS2	-1	-0.2	-1	0.1
CCSCCOC(=O)C1=C(C)N(C)C(=O)NC1c1c(F)cccc1Cl (stereo unspecified)	6	-1.7	0	0.6
COc1cccc(-c2noc(COc3ccccc3C)n2)c1	-10	0.1	0	0.8
Cc1nc(-c2cccc(NC(=O)c3ccc([N+](=O)[O-])cc3Cl)c2)cs1	4	-0.2	7	0.4
COC(=O)c1ccccc1NC(=O)Cn1c(=O)oc2cc(Cl)ccc21	9	-0.8	3	-0.1
C=CCOc1ccccc1/C=C1\SC(=S)N(CC(=O)O)C1=O	11	-1.1	6	0.9
NC(c1cc(Cl)cc([N+](=O)[O-])c1O)P(=O)(O)O (stereo unspecified)	10	1.8	11	-0.1
COc1ccc(-c2nc3ccccc3c(=O)n2Cc2csc(-c3ccc(Cl)cc3)n2)cc1OC	-7	-0.9	-2	-0.1
O=C(O)c1ccccc1-c1nc(-c2ccccc2F)no1	-47	-7.0	5	0.6
Cc1cc(OC(=O)c2c(F)cccc2F)c([N+](=O)[O-])c(=O)[nH]1	-6	-0.1	18	0.0
N#Cc1c(Cl)nc(Nc2ccccc2)c(Cl)c1Cl	33*	0.0	12	0.8
CCOC(=O)c1sc2nc(SCc3c(F)cccc3F)n(CC3CCCO3)c(=O)c2c1C (stereo unspecified)	4	-1.1	-3	0.5
COCCNC(=O)CN(c1ccc(Cl)cc1)S(=O)(=O)c1ccc(C)cc1	16	0.9	5	0.1
CCN(Cc1ccncc1)Cc1ccc2c(c1)CN(C(=O)CCc1cnn(C)c1)CCO2	-1	0.3	10	0.1
COc1ccc(-c2ocnc2C(=O)Nc2ccc(CN3CCCC3)cc2)cc1	21	-0.4	-5	0.0
COCCNC(=O)c1nn2c(C(F)(F)F)cc(-c3ccccc3)nc2c1Br	4	0.0	11	0.1
COc1ccc(NC(=O)Cn2cnc3c(cnn3-c3ccc(Cl)cc3)c2=O)c(OC)c1	13	3.9	-5	-0.1
COc1ccc(NC(=O)CSc2nc3sc(C)c(C)c3c(=O)[nH]2)c(OC)c1	-9	0.8	-5	-0.1
Cc1ccc(S(=O)(=O)N2CCN(Cc3ccsc3)CC2)cc1	-2	-0.8	-11	-0.1
CC(NC(=O)c1cccnc1)c1nnc2n1CCN(C/C(Cl)=C/c1ccccc1)CC2 (stereo unspecified)	3	-0.7	1	0.0
COC(=O)COc1ccc(/C=C2\SC(=Nc3ccc(F)cc3)NC2=O)cc1	-1	0.2	-13	0.9
c1ccc(Cn2cnc(-c3ccccc3)c2)cc1	-51	-1.3	-15	-0.1
O=C(Nc1nnc(SCCN2CCCC2)s1)C1CC1	-4	1.3	9	-0.1
Cc1cc(C(=O)N/N=C/c2ccc(Oc3ncnc4ccccc34)cc2)n[nH]1	-21	-2.4	3	-0.8
COc1cccc(NC(=O)c2cnsn2)c1	-39	-2.9	9	0.1
FC(F)(F)c1cccc(Oc2nnc(-c3ccccc3)c3ccccc23)c1	8	1.1	19	0.2
O=C(CN(c1ccc(Cl)c(Cl)c1)S(=O)(=O)c1ccccc1)NC1CC1	16	-0.4	6	-0.3
Cc1ccc(-n2ncc3c(Nc4ccc(I)cc4)ncnc32)cc1	-2	-0.2	5	-0.1
COc1ccc(-c2nccc(NCc3ccccc3)n2)cc1	-68	2.0	6	0.0
Cc1ccccc1CN1C(=O)C2(OCCCO2)c2ccccc21	-21	-0.5	-1	-0.1
O=C(C1c2ccccc2Oc2ccccc21)N1CCCCC1	2	-0.4	-13	-0.4
CCOc1ccc(CC(=O)NCc2ccc3c(c2)cc(C)n3C)cc1	5	1.1	16	0.2
NC(=O)c1ccc[n+](CC(=O)c2ccc([N+](=O)[O-])cc2)c1	6	0.0	12	-0.1
N#C/C(=C(/O)COC(=O)CCCc1nc2ccccc2s1)c1nc2ccccc2[nH]1	7	-0.4	2	-0.3

Grouped by structure: those above with a tert-butyl group.
SMILES	TEAD-YAP block	GPR151 ag	MITF primary	FBW7 activator
CCOC(=O)c1sc2nc(SCC(=O)C(C)(C)C)n(CCC3=CCCCC3)c(=O)c2c1C	11	0.2	8	0.0
CCOCc1cc(CN2CCC(n3nccc3NC(=O)C(C)(C)C)CC2)ccc1OC	-20	1.1	0	0.0
COc1cc(/C=C/C(=O)OCC(=O)NC(C)(C)C)ccc1O	6	-0.5	6	-0.1
CCN(CCCNC(=O)CN1C(=O)COc2ccc(C(C)(C)C)cc21)c1cccc(C)c1	5	-0.9	5	-0.5
CC(C)(C)N(Cc1ccccc1)C(=O)COC(=O)c1ccc[nH]c1=O	-2	-1.7	3	-0.1

Assay outcomes as filed in PubChem BioAssay.
